Source: PubChem BioAssay (National Center for Advancing Translational Sciences (NCATS))
TDP43 rescue = inhibitors of TDP-43 toxicity in yeast | TDP-43 expressing yeast growth rescue, BacTiter-Glo, 24 h | Potency, µM (doses to about 46.1 µM), for the others: at the top dose growth rescue (activation), actives largely listed as activators | 1.8% of 410,000 active | AID 652104; also: potency is read from the fitted curve at half-maximal effect; % of control where 0% means no effect; nearly all actives have a fitted effect of over 50% in size
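In this qHTS, compounds that restore growth of yeast expressing TDP-43 appear as activators. Cells (OD600=0.02, galactose medium, raffinose-pregrown) are incubated with compound 24 hr at 30 deg C and growth is quantified by BacTiter-Glo.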
pAkt inh = blocks phosphorylation of Akt; Neuro2A IGF-stimulated pAkt S473 HTRF, 20 min; stronger effect = lower value; activity change, % for hits at 50 µM; 0.32% of 360,000 active; in the data active = activity change below about -80%; inconclusive = mostly about -51% to -80%; also: % is scaled to controls: 0 for no effect and ±100 for the full control effect
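Neuro2A cells (4,500/well, DMEM with 0.5% FBS) were treated with compound at a single 50 µM final concentration, stimulated with 6 nM IGF for 20 min at 37 °C, and lysed. Phospho-Akt Ser473 was read by HTRF as 665/615 ratio ×10^4.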
PTHR1 agonist = activates the human parathyroid hormone receptor PTHR1 | 0.075% of 410,000 active | Potency, µM (doses to about 115 µM), for inactives: at the highest dose activation, actives largely listed as activators | Q03431 | AID 743266 | HEK293 GP2 PTHR1 cells, GloSensor cAMP luminescence, 1 h; also: potency is read from the fitted curve at half-maximal effect; nearly all actives have a fitted effect of over 55% in size; some results filed as inactive show a strong effect at the top dose; inactives centre near -15; many of its hits are not listed in these tables
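HEK-293-derived GP2 cells expressing PTHR1 and a GloSensor cAMP reporter, 3,000/well, plated overnight, given luciferin plus IBMX (each 0.5 mM as added) for 1 h at 37 °C, then compound for 1 h at 37 °C. Luminescence was read after 15 min at room temperature.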
GLP-1R inv ag = acts as inverse agonist at human GLP-1 receptor | P43220 | AID 624417 | 1.6% of 410,000 active | Potency, µM (doses to about 38.3 µM), without a hit: at the highest dose activity change, negative = inhibition, hits mostly inhibitors | HEK293 GLP-1R CRE-luciferase, luminescence, 24 h; GLP-1R form is constitutively active; also: potency is read from the fitted curve at half-maximal effect; % is scaled to controls: 0 for no effect and ±100 for the full control effect; nearly all actives have a fitted effect of over 55% in size
Target sequence (P43220 whole entry, looked up): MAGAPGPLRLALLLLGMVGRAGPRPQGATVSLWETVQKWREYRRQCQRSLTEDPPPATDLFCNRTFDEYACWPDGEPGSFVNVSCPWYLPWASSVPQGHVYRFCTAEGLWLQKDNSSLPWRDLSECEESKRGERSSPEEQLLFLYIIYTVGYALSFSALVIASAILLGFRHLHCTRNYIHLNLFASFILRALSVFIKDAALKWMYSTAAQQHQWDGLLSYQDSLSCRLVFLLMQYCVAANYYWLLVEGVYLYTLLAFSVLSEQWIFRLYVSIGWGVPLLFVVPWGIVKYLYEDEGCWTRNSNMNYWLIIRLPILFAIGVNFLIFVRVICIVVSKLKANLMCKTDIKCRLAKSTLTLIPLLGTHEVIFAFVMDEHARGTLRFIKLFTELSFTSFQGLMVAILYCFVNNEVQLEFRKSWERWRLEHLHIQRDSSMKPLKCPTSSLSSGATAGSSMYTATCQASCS
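Cells are plated, allowed 12 hours at 37 deg C, then treated with compounds for 24 hr before luciferase detection reagent is added and luminescence is read after 12 min at room temperature. The HEK293 line carries constitutively active GLP-1R with a cAMP-responsive reporter.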
FUS suppressor = rescues growth of FUS-expressing yeast; S. cerevisiae FUS-expressing, growth rescue, OD600, 24 h; Potency, µM (titrated, usually from 76.6 µM), without a hit: at the top dose growth rescue (activation), hits mostly activators; 0.24% of 390,000 active; AID 1347120;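 also: potency is read from the fitted curve at half-maximal effect; plate controls were DMSO vehicle for no effect and reference control for full effect; nearly all actives have a fitted effect of over 55% in size; some results filed as inactive show a strong effect at the top dose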
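Compound concentration series was pinned onto galactose-induced FUS-expressing yeast seeded at OD 0.005. Plates sat 24hr at 30C; absorbance at 600 nm gave growth. DMSO served as background control.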
aSyn rescue = alpha-synuclein toxicity inhibition in yeast. Yeast expressing alpha-synuclein, growth rescue, BacTiter-Glo, 24 h. Potency, µM (doses to about 46.1 µM), for inactives: top-dose growth rescue (activation), most hits filed as activators. 0.14% of 370,000 active. AID 652106; also: potency is read from the fitted curve at half-maximal effect; % of control where 0% means no effect; nearly all actives have a fitted effect of over 65% in size
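Galactose-induced alpha-syn yeast (OD600=0.02, raffinose-pregrown) + pinned cpd, 24 hr, 30 deg C; growth by BacTiter-Glo luminescence. Growth restoration scores as activation.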
GLP-1R agonist = activates the human GLP-1 receptor; Potency, µM (highest dose often 45.6 µM), for inactives: at the top dose activation, hits mostly activators; HEK293 GLP-1R CRE-luciferase, luminescence, 4-6 h; cells express a hypersensitive GLP-1R form; 0.007% of 380,000 active; P43220; also: potency is read from the fitted curve at half-maximal effect; % of control where 0% means no effect
DRD3 antagonist = antagonists of human D3 dopamine receptor; 2.5% of 360,000 active; P35462; max response, negative = inhibition, %; D3R cells, DiscoveRx beta-arrestin luminescence, antagonist mode; stronger effect = lower value; in the data active = max response below about -50%; inconclusive = no clear call, values can overlap the other calls; also: % is scaled to controls: 0 for no effect and ±100 for the full control effect; mostly tested at two doses, the higher about 12 µM
Target sequence (P35462 whole entry, looked up): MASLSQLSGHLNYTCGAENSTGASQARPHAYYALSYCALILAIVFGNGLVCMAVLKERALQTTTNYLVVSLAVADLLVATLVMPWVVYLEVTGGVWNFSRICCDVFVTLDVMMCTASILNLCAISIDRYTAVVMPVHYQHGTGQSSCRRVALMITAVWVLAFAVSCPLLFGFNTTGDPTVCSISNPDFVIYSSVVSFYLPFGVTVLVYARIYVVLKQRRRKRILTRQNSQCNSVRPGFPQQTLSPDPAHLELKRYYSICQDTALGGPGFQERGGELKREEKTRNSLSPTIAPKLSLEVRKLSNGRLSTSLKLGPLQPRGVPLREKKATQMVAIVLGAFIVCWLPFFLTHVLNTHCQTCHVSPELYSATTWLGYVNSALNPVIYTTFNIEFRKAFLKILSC
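Cells expressing the human receptor were seeded at 1500 cells/well, incubated overnight at 37 degrees C in 5% CO2, then exposed to library compounds with dopamine controls for 90 minutes at 37 degrees C before luminescent detection.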
Abeta rescue = A-beta toxicity reversal in yeast; yeast expressing A-beta42, growth rescue, OD600, 48 h; response scale: 0% DMSO, 100% iron-clioquinol control; Potency, µM (series often up to 46.1 µM), for inactives: at the highest dose growth rescue, usual class: activators; 0.063% of 410,000 active; AID 1347071; also: potency is read from the fitted curve at half-maximal effect; nearly all actives have a fitted effect of over 55% in size
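Growth rescue measured by 600 nm absorbance after 48 h yeast culture at 30 C with compound. Values normalized between DMSO and an equimolar ferric chloride plus clioquinol control.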
An asterisk follows results filed as active; i = inactive; u = inconclusive; x = not tested or not shown; & = joins results of further samples; [ ] = remark or other dose. Unless noted, calls follow the shape of the dose curve; as a rule, active = well fitted curve in the direction sought with a large enough effect; inconclusive = small, poorly fitted or top-dose-only effect, or another doubt; inactive = no such curve, though single readings can be large; an effect the other way counts as inactive or inconclusive. Only part of the results is shown; count on the stated rates, not on these rows.

Value order – TDP43 rescue, pAkt inh, PTHR1 agonist, GLP-1R inv ag, FUS suppressor, aSyn rescue, GLP-1R agonist, DRD3 antagonist, Abeta rescue
- O=C(COC(=O)CCSc1ccccc1)Nc1ccccc1Br
  u, i, i, 35%[activator], -15%, 7%, 13%, 13, u
- Cc1[nH]c2ccc(-c3n[nH]c(=S)n3C)cc2c1C
  2%, i, i, 16%, -1%, 0%, 6%, -7, 19%
- NC(=O)CSc1nnc(-c2ccco2)n1-c1ccc(F)cc1
  4%, i, u, 4%, -38%, 2%, 7%, -12, -9%
- COc1cc(C(=O)NCCC(=O)NCc2cccs2)cc(OC)c1OC
  5%, i, -13%, 45%[activator], -19%, -4%, 3%, -28, 1%
- COc1cccc(OC)c1OCCCCN1CCCC1
  -5%, i, i, 24%, -1%, 0%, -5%, 0, -7%
- CC(=O)Nc1ccc(Nc2nc3ccccc3nc2NS(=O)(=O)c2ccc(Cl)c([N+](=O)[O-])c2)cc1
  26%, i, -46%[inhibitor], u, x, 1%, 0%, -91*, 9%
- COc1cccc(CNc2ccc(C(=O)O)cc2)c1OCc1ccccc1
  -10%, i, -15%, 9%, 12%, 18%, 1%, 13, 7%
- Cc1oc(-c2ccc(C(=O)NCCc3ccc(Cl)cc3)cc2)nc1CSc1ccccc1
  -7%, x, i, -6%, 2%, x, x, x, -14%
- COc1cccc(C(=O)Nc2ccc(-c3nnc(-c4ccco4)o3)cc2)c1
  0%, i, -11%[57.5 µM], -15%, 18%, 0%, -9%, 33, 25%
- Cc1cccc(CNc2ncnc3ccc(-c4ccc5c(c4)OCCO5)cc23)c1
  x, x, i, x, -13%, x, -1%, x, 0%
- CN(CC(=O)Nc1ccccc1Cl)C(=O)COC(=O)c1ccc(Cl)cc1[N+](=O)[O-]
  u, i, -45%[inhibitor], -24%, x, 0%, 21%, -11, -9%
- Cc1nn(Cc2ccccc2Cl)c(C)c1C(=O)NCc1ccco1
  12%, i, -3%[57.5 µM], u, 17%, 11%, 9%, 2, 11%
- CCN1CCN(Cc2nc3cc(NC(=O)c4ccccc4[N+](=O)[O-])ccc3n2CC)CC1
  7%, x, -24%, -3%, 7%, x, x, x, -7%
- C[C@H](NC(=O)[C@@H]1CCCN1C(=O)OC(C)(C)C)c1ccccc1
  14%, i, -17%, 25%, -9%, -17%, 11%, -2, -3%
- CC1=CC(C)C2C(=O)N(c3ccccc3)C(=O)C2C1 (configuration not stated)
  -12%, i, u, 0%, 10%, 2%, 22%, 9, 9%
- Cc1cccc(C2NC(c3cccc(C)c3)C([N+](=O)[O-])C(C)(C)C2[N+](=O)[O-])c1 (configuration not stated)
  -1%, i, -37%[inhibitor], u, 19%, 1%, -17%, -26, 15%
- COc1ccccc1N1CCN(C(=O)c2ccc(NS(=O)(=O)c3ccc(C)cc3)cc2)CC1
  -11%, i, -2%, -24%, u, 6%, 17%, 5, 9%
- C/C(CC(=O)NC1CCCCC1)=N\NC(=O)c1ccccn1
  -18%, i, -11%, 21%, 4%, -5%, 4%, 0, 6%
- CCOC(=O)c1[nH]c2ccc(OC)cc2c1NC(=O)CCN1CCN(Cc2ccccc2)CC1
  -6%, i, -7%, -7%, 9%, -4%, -1%, -55*, 2%
- CC1=C(C)C(=O)N(c2ccc(C(=O)O)cc2)C1=O
  15%, i, -6%[57.5 µM], 2%, 19%, -6%, -12%, 38, 12%
- COc1ccc(NC(=O)c2sc3nc(N4CCOCC4)c4c(c3c2N)CC(C)(C)OC4)c(OC)c1
  -1%, i, -33%, 13%, -6%, 7%, -1%, 21, 10%
- COc1ccc(C(CNC(=O)Nc2ccccc2)N2CCN(C)CC2)cc1 (configuration not stated)
  7%, i, i, -16%, 1%, 1%, 8%, -18, 3%
- C=CCNC(=O)CN1N=C(c2ccc(C)cc2)CCC1=O
  18%, i, i, 6%, 9%, -6%, 2%, 3, -8%
- Cc1ccccc1CSc1nnc2[nH]c(=O)cc(C)n12
  10%, x, 3%, -12%, -3%, x, x, x, -7%
- COc1ccc(NC(=O)CN2C(=O)CSc3ccc(S(=O)(=O)N4CCCC4)cc32)cc1OC
  19%, i, -6%, -16%&-2%, 9%&24%, -1%, -3%, 12, 10%&-7%
- O=[N+]([O-])c1ccc(-c2ccc(/C=N/n3cnnc3)o2)c(Br)c1
  2%, i, -11%, 17%, -2%, 0%, 9%, -11, -14%
- Cc1cc2c(cc1C)NC(=O)CC(c1ccccc1)=N2
  24%, i, -20%, 20%, x, u, 10%, 32, -5%
- Cc1c(NC(=O)C2CCN(S(=O)(=O)c3cccs3)CC2)c(=O)n(-c2ccccc2)n1C
  -2%, i, i, 0%, -16%, 1%, -7%, 1, -2%
- COc1ccc(-c2ccc(/C=N/NC(=O)c3cccnc3)o2)c([N+](=O)[O-])c1
  -12%, i, i, -3%, 6%, -6%, 0%, 19, 22%
- CC(=O)Nc1ccc(S(=O)(=O)NNC(=O)C2CCCCC2)cc1
  -7%, i, -20%, 5%, 22%, 0%, 1%, 0, 9%

The last two entries of the section before come first, to join the parts:
Value order – TDP43 rescue, pAkt inh, PTHR1 agonist, GLP-1R inv ag, FUS suppressor, aSyn rescue, GLP-1R agonist, DRD3 antagonist, Abeta rescue
- COc1ccc(-c2ccc(/C=N/NC(=O)c3cccnc3)o2)c([N+](=O)[O-])c1
  -12%, i, i, -3%, 6%, -6%, 0%, 19, 22%
- CC(=O)Nc1ccc(S(=O)(=O)NNC(=O)C2CCCCC2)cc1
  -7%, i, -20%, 5%, 22%, 0%, 1%, 0, 9%
- Cc1ccc2[nH]c3c(c2c1)CN(C(=O)CN1CCCCC1)CC3
  15%, i, i, u, 5%, 0%, -6%, 2, -9%
- N#Cc1c(-c2ccccc2Cl)c2c([nH]c1=O)-c1ccccc1OC2
  -19%, i, i, -1%, 3%, -3%, -1%, 3, -13%
- Nc1ccc(N2CCOCC2)c(S(=O)(=O)Nc2cc(Cl)ccc2Cl)c1
  x, i, -2%, u, 31%, 1%, 0%, 30, u
- CC(=O)Nc1cc(NC(C)=O)c2nc(N)sc2c1
  6%, i, i, 16%, -15%, -9%, -8%, -21, 17%
- O=C1OCC2=C1C(c1ccccc1)CC(=O)N2c1ccccc1 (configuration not stated)
  0%, i, i, 1%, -12%, 4%, 0%, -5, 7%
- CCOC(=O)C1CCCN(C(=O)c2cc3nc(-c4ccc5c(c4)OCO5)cc(C(F)(F)F)n3n2)C1 (configuration not stated)
  -11%, i, i, 108%[activator], 28%, 6%, 43%, 47, 15%
- COC(=O)C(C)Oc1ccc2c(c1)O/C(=C\c1cccc(Br)c1)C2=O (configuration not stated)
  11%, i, -9%, 4%, -25%, -6%, -4%, -21, -7%
- COc1ccc(-c2nnc(SCC(=O)N(C)C3CCS(=O)(=O)C3)n2CC(C)C)cc1 (configuration not stated)
  7%, i, i, -18%, -8%, u, -3%, 24, -9%
- CCC1CCc2c(sc3ncnc(N4CCOCC4)c23)C1 (configuration not stated)
  23%, i, i, 49%[activator], -6%, -4%, 14%, 54, u
- CCOC(=O)c1c(-c2ccccc2)oc2ccc(OC)cc12
  -1%, i, i, u, -20%, -4%, 11%, 37, -3%[9.22 µM]
- Cc1ccc(S(=O)(=O)N2CCOCC2)cc1NC(=O)COC(=O)c1ccc(Cl)nc1
  6%, i, -16%, 10%, 20%, 17%, 6%, 12, -3%
- CS(=O)(=O)N(CCc1ccccc1)CC(=O)Nc1ccc(OCc2ccccc2)cc1
  -6%, i, i, 11µM*, 14%, -1%, 8%, 12, 23%
- CN(CC(=O)Nc1ccc(F)c(F)c1)S(=O)(=O)c1cccc2cccnc12
  11%, i, -33%[inhibitor], 10%, -2%, 17%, 11%, 13, x
- O=C(NCc1ccccn1)c1coc(=O)c(Br)c1
  -5%, i, -11%[57.5 µM], 71%[activator], -9%, 0%, -11%, -16, -3%
- CC(C)c1cnc2c(c1SCC(=O)Nc1cccc(F)c1)c(=O)n(C)c(=O)n2C
  35µM*, x, -55%[inhibitor], 5%, 32%, x, x, x, 4%
- Cc1csc2nc(COC(=O)c3cccc(NC(=O)c4cccc(Cl)c4)c3)cc(=O)n12
  4%, x, -6%, 8%, 40%, x, x, x, -6%
- Cc1cccnc1NC(=O)CCCc1c[nH]c2ccccc12
  -10%, i, -8%, 24%, 3%, 5%, 0%, 9, 17%
- CS(=O)(=O)Nc1cccc(-c2cnc3ccccc3n2)c1
  -19%, i, -14%, 24%, 2%, 1%, 27%, -24, -10%
- c1nc(N2CCOCC2)c2[nH]cnc2n1
  -8%, i, 24%[57.5 µM], 1%, -25%, -11%, 0%, 6, -3%
- CCN(c1ccccc1)S(=O)(=O)c1cc(NC(=O)CN2CCN(C)CC2)ccc1Cl
  -5%, i, i, u, 12%, -2%, 7%, -20, 5%
- COc1ccc(CCNC(=O)c2ccccc2NC(=O)CN2CCN(c3ccccc3O)CC2)cc1
  20%, i, -13%, u, 9%, -1%, 11%, 13, -3%
- Cc1cc(C(=O)NC(C)C2CCCO2)c(C)o1 (configuration not stated)
  -3%, i, -13%, 3%, -18%, -7%, 6%, -24, -11%
- Cc1ccc(CNC(=O)C(C)n2c(=O)cc(C(F)(F)F)c3c(C)nn(C)c32)cc1 (configuration not stated)
  -5%, x, -20%, -1%, 5%, x, x, x, -15%
- Cn1cc(Br)c(C(=O)NNC(=O)c2ccccc2)n1
  -18%, i, i, 20%, -5%, -1%, 1%, -16, 3%
- COc1cccc(CN2C(=O)C3(C(C#N)=C(N)OC4=C3C(=O)CCC4)c3ccccc32)c1 (configuration not stated)
  -12%, i, i, 0%, -14%, 0%, -2%, 3, 6%
- COc1ccc(NC(=O)c2ccco2)cc1N
  -1%, i, 24%[57.5 µM], 0%, 13%, -5%, 15%, -6, u
- CCOc1cc2c(cc1OCC)C(c1ccc(C(=O)O)cc1)NCC2 (configuration not stated)
  -11%, i, i, 12%, -6%, 0%, 4%, 6, -6%
